NTMT1 inhibitor: inhibitors of human N-terminal methyltransferase NTMT1 | Q9BV86 | NTMT1 MTase-Glo SAH luminescence, purified enzyme | Potency, µM (titrated, usually from 114 µM), for inactives: at the top dose activity change, negative = inhibition, usual class: inhibitors | hit rate 2.5% among 59,000 | AID 1645870;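 note: potency is the fitted concentration of half-maximal effect; plate controls were DMSO vehicle for no effect and no enzyme for full effect; nearly all actives have a fitted effect of over 65% in size; many of its hits are not listed in these tables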
Target sequence (Q9BV86 whole entry, looked up): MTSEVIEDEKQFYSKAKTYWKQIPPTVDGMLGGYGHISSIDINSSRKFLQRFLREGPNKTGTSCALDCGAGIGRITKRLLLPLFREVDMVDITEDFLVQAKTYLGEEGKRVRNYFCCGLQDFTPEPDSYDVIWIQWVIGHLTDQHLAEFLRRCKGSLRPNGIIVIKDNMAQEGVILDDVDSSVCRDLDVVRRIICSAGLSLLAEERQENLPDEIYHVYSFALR
p53null 39C kill: p53 null cell cytotoxicity, nonpermissive temperature | H1299 p53-null (neo) cells, 39C, ATPlite viability, 24 h | Potency, µM (highest dose often 46.1 µM), for inactives: top-dose activity, negative = cell killing, usual class: cytotoxic | hit rate 0.97% among 55,000 | AID 904;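 note: potency is the fitted concentration of half-maximal effect; 0% = DMSO only and -100% = full killing by 100 µM tamoxifen; nearly all actives have a fitted effect of over 50% in size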
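Cells seeded at 600/well, 37C overnight. Compound added (up to 46 uM), plates shifted to 39C for 24 hr. ATPlite added, luminescence read after 20 min at room temperature.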
p53null 32C tox: p53 null cell cytotoxicity, permissive temperature; H1299-neo p53 null cells, ATP luminescence, 24 h, 32C; Potency, µM (series often up to 46.1 µM), for inactives: at the top dose activity change, negative = cytotoxicity, actives largely listed as cytotoxic; hit rate 0.62% among 55,000;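 note: potency is the fitted concentration of half-maximal effect; 0% = DMSO only and -100% = full killing by 100 µM tamoxifen; nearly all actives have a fitted effect of over 55% in size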
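H1299-neo, 600 cells/well; overnight 37C; cpd up to 46 uM, 24 h at 32C; ATPlite luminescence after 20 min RT; normalized to DMSO (0%) and tamoxifen 100 uM (100% kill); Hill-fit AC50.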
PTAP-TSG101 blk: TSG101-PTAP interaction inhibition, HIV-1 budding. Fluorescence polarization, FITC-PTAP peptide/Tsg101, 20 min. Q99816. 44,000 tested, under 10 active. AID 1347069. Potency, µM (top dose mostly 115 µM), for inactives: at the top dose activity change, negative = inhibition, usual class: inhibitors; note: potency is the fitted concentration of half-maximal effect; 0% is about no effect
Target sequence (Q99816 whole entry, looked up): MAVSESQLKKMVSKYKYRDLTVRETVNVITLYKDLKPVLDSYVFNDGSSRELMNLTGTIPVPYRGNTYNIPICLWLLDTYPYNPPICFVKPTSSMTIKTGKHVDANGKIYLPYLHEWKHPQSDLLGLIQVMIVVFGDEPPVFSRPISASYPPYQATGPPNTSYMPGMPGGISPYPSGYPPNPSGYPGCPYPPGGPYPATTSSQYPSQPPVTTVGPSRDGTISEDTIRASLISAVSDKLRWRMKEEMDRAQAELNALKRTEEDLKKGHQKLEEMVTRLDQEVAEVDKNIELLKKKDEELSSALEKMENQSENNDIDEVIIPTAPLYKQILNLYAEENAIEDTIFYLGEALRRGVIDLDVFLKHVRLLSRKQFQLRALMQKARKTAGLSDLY
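qHTS FP binding, 20 min r.t.: 10 uM Tsg101 domain + 50 nM FITC-PTAP peptide, pH 7.5 HEPES buffer with TCEP and EDTA.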
FH mod: Identification of activators of human fumarate hydratase by quantitative high-throughput screening. hit rate 0.22% among 54,000. FH coupled MDH/diaphorase resazurin fluorescence, 15 min. AID 1347055, 2019. Potency, µM (series often up to 79.9 µM), for inactives: at the top dose activity change, negative = inhibition, most hits filed as inhibitors. Fumarate hydratase, mitochondrial (Homo sapiens), P07954; note: potency is the fitted concentration of half-maximal effect; % is set by controls: 0 for no effect and ±100 for the full control effect; the screen sought activators but most active calls are inhibition curves; nearly all actives have a fitted effect of over 45% in size
GALK inhibitor: GALK (human) enzyme inhibition; recombinant GALK, Kinase-Glo ATP luminescence, 1 h; Potency, µM (highest dose often 57.5 µM), for the others: at the top dose activity, negative = inhibition, actives largely listed as inhibitors; 44,000 tested, under 10 active;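 note: plate controls were full GALK reaction for no effect and reaction lacking GALK for full effect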
Target sequence (P51570 whole entry, looked up): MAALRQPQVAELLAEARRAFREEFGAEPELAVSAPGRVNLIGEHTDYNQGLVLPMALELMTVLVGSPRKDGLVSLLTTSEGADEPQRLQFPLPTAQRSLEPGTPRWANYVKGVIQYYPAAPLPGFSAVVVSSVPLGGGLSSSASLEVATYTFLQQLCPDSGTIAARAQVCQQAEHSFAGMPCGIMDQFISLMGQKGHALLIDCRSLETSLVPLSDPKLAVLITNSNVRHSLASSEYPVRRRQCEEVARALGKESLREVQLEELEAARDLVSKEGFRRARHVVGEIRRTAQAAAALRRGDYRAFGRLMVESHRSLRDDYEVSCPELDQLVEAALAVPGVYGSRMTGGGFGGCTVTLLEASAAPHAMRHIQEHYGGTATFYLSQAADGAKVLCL
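Reactions with and without enzyme served as controls. GALK at 5 nM phosphorylates 100 uM galactose using 35 uM ATP (HEPES pH 8.0, Mg2+) for 1 h at RT, with luminescence read 10 min after adding Kinase-Glo Plus.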
B2AR arrestin ag: beta-arrestin recruitment by human beta2-adrenergic receptor ligands; AID 1347077; Potency, µM (highest dose often 46.1 µM), without a hit: at the top dose activation, most hits filed as activators; HTLA Tango cells, beta-arrestin recruitment, luciferase luminescence, 18 h; 44,000 tested, under 10 active;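 note: potency is the fitted concentration of half-maximal effect; 0% = DMSO and full agonism = EC100 isoproterenol or metaproterenol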
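Tango cells (recombinant beta2-AR, beta-arrestin, tTA-driven luciferase), 1500/well in DMEM 1% FBS, treated 18 h at 37 °C with compounds up to 46 µM; luciferin mix added, luminescence read after 15 min; %activity curves fitted and curve-classed.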
* marks the source's active call; other numbers are inactive results; ? = inconclusive; . = no result given; [ ] = dose if it differs, or a comment. Calls come from the whole dose curve; as a rule, active = well fitted curve in the direction sought with a large enough effect; inconclusive = small, poorly fitted or top-dose-only effect, or another doubt; inactive = no such curve, though single readings can be large; an effect the other way counts as inactive or inconclusive. The list is partial. The share of hits here may be higher or lower than overall.

SMILES | NTMT1 inhibitor | p53null 39C kill | p53null 32C tox | PTAP-TSG101 blk | FH mod | GALK inhibitor | B2AR arrestin ag
Nc1ncc(S(=O)(=O)Nc2ccc(OC(F)(F)F)cc2)cn1 | 12% | -6% | -2% | -10% | -8% | -2% | -1%
COc1cc(NC(=O)c2cc(-c3ccccc3O)no2)cc(OC)c1OC | -1% | ? | -7% | -5% | -16% | 0% | 0%
CCOC(=O)c1ccc(OCC2c3cc(OC)c(OC)cc3CCN2C(=O)Cc2ccc(F)cc2)cc1 (configuration not stated) | 22% | 12% | -5% | -1% | -19% | -1% | -1%
Cc1cccc(Cn2c(SCc3ccc(C(=O)NCc4cccs4)cc3)nc3cccnc32)c1 | 4% | -12% | 8% | 1% | -13% | 2% | 2%
Cc1ccc2c(c1)c1c(c(=O)n(-c3ccccc3)c(=O)n1CC(=O)N1CCCC1)n2C | 3% | 33%[activator] | 11% | -1% | 0% | 1% | 0%
COc1ccc(OC)c(CNC(=O)c2cccc(NC(=O)N3CCSc4ncccc43)c2)c1 | 3% | -17% | -3% | 0% | -1% | 3% | 0%
Cc1ccc(C)c(N2CCN(c3nc4ccccc4c(=O)n3-c3ccccc3)CC2)c1 | 11% | 13% | 12% | -4% | -14% | -2% | 0%
CCC(C)NC(=O)CSc1nc(-c2ccc(F)cc2)cc(C(F)(F)F)n1 (configuration not stated) | ? | -16% | 2% | 0% | -2% | 5% | 1%
COc1ccc(CNC(=O)CCCN2C(=O)c3cccnc3Oc3ccc(Cl)cc32)cc1 | 13% | -9% | -6% | 1% | -13% | 3% | -1%
CN(C)c1ccc(CNC(=O)c2cc3cc(S(=O)(=O)N4CCCCC4)ccc3n2C)cc1 | -8% | -1% | -10% | 0% | -22% | -2% | -1%
COc1ccc2c(Sc3ccccc3)c(C(=O)NCc3ccc(OC(C)C)cc3)[nH]c2c1 | -1% | 20% | 7% | 5% | -12% | 2% | -1%
Cc1cc2c(cc3c(SCc4ccccc4Cl)nnc(C)n32)o1 | -1% | 0% | 0% | -8% | -28% | 1% | 1%
COc1ccc(N2CCN(Cc3nc4c(c(=O)[nH]c(=O)n4C)n3Cc3ccc(Cl)cc3)CC2)cc1 | ? | 4% | 16% | 2% | -14% | 0% | 1%
Cc1ccc(Cn2c(=O)c3ccccc3n3c(-c4cccc(O)c4)nnc23)cc1 | 4% | 39%[activator] | -8% | -6% | -10% | -1% | 0%
CCc1cccc(NC(=O)c2oc3ccc4c(c3c2C)C(=O)CC(C)(C)O4)c1 | -4% | 5µM* | 5µM* | 5% | ? | 2% | -1%
Cc1ccn2c(c1)nc(=O)c1cc(S(=O)(=O)N3CCCCC3)ccc12 | -21% | 35%[activator] | -1% | -7% | 0% | 0% | 0%
O=S(=O)(NCC(c1ccco1)S(=O)(=O)c1cccs1)c1ccc(F)c(C(F)(F)F)c1 (configuration not stated) | -5% | -2% | 0% | -2% | -13% | -2% | -4%
O=C(CSC1=Nc2ccccc2C2=NC(CC(=O)NC3CCCCC3)C(=O)N12)Nc1ccc(F)cc1 (configuration not stated) | -4% | 1% | 8% | -5% | ? | -1% | -3%
CCOc1ccc(NC(=O)c2nc3nc(C)cc(C(F)F)n3n2)cc1 | 2% | ? | -7% | 0% | -3% | 0% | 1%
O=C(Nc1cccc(C(=O)OCc2cc(=O)n3nc(C4CC4)sc3n2)c1)c1ccc(F)cc1 | 5% | -7% | -3% | -11% | 1% | -1% | 1%
CCSc1ncc(Cl)c(C(=O)Nc2sc(C(C)=O)c(C)c2C(=O)OC)n1 | 12% | 14% | 2% | 1% | -5% | 2% | 0%
Cc1nn2c(=O)cc(COC(=O)c3ccc(NC(=O)CCc4ccccc4)cc3)nc2s1 | 15% | -5% | -1% | 0% | -9% | -1% | -1%
CCOC(=O)c1c(C)[nH]c(C)c1S(=O)(=O)N1CCC(C(=O)Nc2ccc(C)c(N(C)C)c2)CC1 | -8% | -23% | -12% | -4% | -1% | 2% | 0%
CCc1ccc(NC(=O)c2c(C(=O)Nc3ccccc3)sc3nc(C)cc(=O)n23)cc1 | . | -4% | -4% | 0% | . | 4% | 0%
CCCN(C(=O)Cn1ncc2c(=O)oc3ccccc3c21)c1cccc(C)c1 | 7% | 4% | 0% | -2% | -1% | 1% | 5%

Some entries already given, limited to FH mod, B2AR arrestin ag and NTMT1 inhibitor.
canonical_smiles,FH mod,B2AR arrestin ag,NTMT1 inhibitor
O=C(Nc1cccc(C(=O)OCc2cc(=O)n3nc(C4CC4)sc3n2)c1)c1ccc(F)cc1,1%,1%,5%
CCSc1ncc(Cl)c(C(=O)Nc2sc(C(C)=O)c(C)c2C(=O)OC)n1,-5%,0%,12%

(more compounds)
SMILES | NTMT1 inhibitor | p53null 39C kill | p53null 32C tox | PTAP-TSG101 blk | FH mod | GALK inhibitor | B2AR arrestin ag
Cc1ccc(CNC(=O)Cn2c(=O)cc(C)c3c(C)nn(-c4cccc(F)c4)c32)cc1 | ? | -5% | 1% | 1% | 0% | -1% | 1%
CCC(=O)N1CCc2cc(S(=O)(=O)NC(C(=O)NCc3ccc(OC)cc3)C(C)C)ccc21 (configuration not stated) | 7% | -7% | 8% | 1% | 1% | -2% | -2%
O=C(CCc1ccccc1)NCc1nc2cccnc2n1Cc1ccc(F)cc1 | 7% | 20% | 6% | 1% | 1% | 2% | 0%
COc1ccccc1-c1cc(C(=O)Nc2c(C)nn(Cc3ccc(Cl)cc3)c2C)no1 | . | ? | 23% | 0% | . | 0% | 1%
Cc1cc(Nc2ccc(C)c(Cl)c2)n2nc(-c3ccccc3)nc2n1 | -3% | -13% | -3% | 1% | 3% | 2% | -1%
CCOC(=O)c1cc(-c2ccc(OC)cc2)n(CCC(=O)NCCc2ccc(OCC)c(OCC)c2)c1C | -2% | 5% | 12% | 4% | -6% | 3% | ?
COC(=O)c1cc(C)nc2c1c(=O)nc(SCc1ccccc1F)n2C1CC1 | -2% | 5% | -2% | -1% | -4% | 3% | 0%
COc1ccccc1N1CCN(C(=O)CN2C(=O)COc3ccc(S(=O)(=O)N4CCC(C)CC4)cc32)CC1 | -14% | 7% | 10% | -3% | -7% | -1% | 1%
COC(=O)c1c(-c2cccs2)csc1NC(=O)COc1ccc(C(C)C)cc1 | -27% | -1% | -5% | -3% | -7% | -8% | -2%
CCc1nnc(SCc2nc(-c3cccc(C)c3)oc2C)c2cc3sc(C)cc3n12 | 0% | -18% | -3% | 0% | -10% | 2% | 1%
O=C(NCc1ccc(F)cc1)c1ccc(CS(=O)Cc2ccc(Cl)cc2)o1 (configuration not stated) | ? | -8% | 6% | 0% | -7% | 0% | 0%
CCOC(=O)c1c(-c2ccccc2)csc1NC(=O)c1cc(-c2ccc(C)c(F)c2)on1 | . | 42%[activator] | 15% | 10% | . | 2% | -3%
COc1ccccc1-c1nc2c(c(SCC(=O)Nc3ccccc3F)n1)Cc1c(CO)cnc(C)c1O2 | -3% | -22% | 8% | 1% | -23% | 3% | -1%
CCOC(=O)N1CCc2c(sc3c2c(=O)n(Cc2ccccc2)c(=O)n3CC(=O)Nc2c(C)cccc2C)C1 | -3% | -25% | 2% | 0% | 7% | -2% | 0%
CCC(C)(C)NS(=O)(=O)c1cc(-c2cc(C)no2)ccc1C | -4% | ? | -11% | -3% | -3% | 1% | -1%
COC(=O)c1sc(-c2ccccc2)cc1NC(=O)c1cccc(F)c1 | 14% | 9% | -4% | -2% | 3% | 0% | -3%
COc1ccc2[nH]cc(CCNC(=O)c3cnn(-c4ccc(C)cc4)c3C3CCN(C(=O)OC(C)(C)C)CC3)c2c1 | 6% | 10% | 12% | -4% | -33% | 3% | 2%
CCN1CCOC(=O)C1CC(=O)Nc1ccc(C)c(Cl)c1 (configuration not stated) | 0% | . | . | 0% | 2% | 3% | -2%
CCN(c1ccccc1)S(=O)(=O)c1nnc(NC(=O)c2cccs2)s1 | 9% | 1µM* | 1.3µM* | -3% | -3% | 7% | -1%
CCc1cccc(NC(=O)C(c2ccccc2)N2Cc3ccccc3C2=O)c1 (configuration not stated) | -1% | -13% | -5% | 0% | ? | -1% | 1%
COc1ccc(/C=C(\C#N)c2nc3ccccc3n2C)c(OC)c1 | ? | ? | -19% | 0% | ? | -3% | -2%
CNC(=O)c1cc(Nc2nnc(-c3ccc(O)cc3)c3ccccc23)ccc1OC | -7% | -5% | 0% | -6% | -10% | -2% | -2%
O=C(NCc1cccc(Cl)c1)c1cc2ccc3cccnc3c2[nH]1 | 7% | -4% | 0% | 1% | 7% | 2% | 0%
CCc1nn(CC(=O)NCc2ccco2)c(=O)c2cc3cc(F)ccc3n12 | . | -2% | -2% | 3% | . | 4% | -1%
O=C(NCc1ccc(F)cc1)c1ccc2c(O)c(S(=O)(=O)c3ccccc3)c(=O)[nH]c2c1 | 1% | 2% | -4% | -1% | -18% | ? | -1%
CC(C)CCN(Cc1ccco1)C(=O)Cn1ncc2c([nH]c3ccccc32)c1=O | 6% | -16% | 7% | -3% | 1% | 1% | 1%
O=C(c1ccc2c(c1)N(Cc1ccc(F)cc1)C(=O)c1ccccc1S2(=O)=O)N1CCN(c2ccccn2)CC1 | 6% | 5% | -6% | 0% | -28% | 9% | -1%
COc1ccccc1CNC(=O)CCCn1nc(C)c2sc3ccccc3c2c1=O | 4% | -20% | -5% | 0% | -1% | 3% | 0%

Molecules shown so far with a Cl atom, in the order listed:
SMILES | NTMT1 inhibitor | p53null 39C kill | p53null 32C tox | PTAP-TSG101 blk | FH mod | GALK inhibitor | B2AR arrestin ag
COc1ccc(CNC(=O)CCCN2C(=O)c3cccnc3Oc3ccc(Cl)cc32)cc1 | 13% | -9% | -6% | 1% | -13% | 3% | -1%
Cc1cc2c(cc3c(SCc4ccccc4Cl)nnc(C)n32)o1 | -1% | 0% | 0% | -8% | -28% | 1% | 1%
COc1ccc(N2CCN(Cc3nc4c(c(=O)[nH]c(=O)n4C)n3Cc3ccc(Cl)cc3)CC2)cc1 | ? | 4% | 16% | 2% | -14% | 0% | 1%
CCSc1ncc(Cl)c(C(=O)Nc2sc(C(C)=O)c(C)c2C(=O)OC)n1 | 12% | 14% | 2% | 1% | -5% | 2% | 0%
COc1ccccc1-c1cc(C(=O)Nc2c(C)nn(Cc3ccc(Cl)cc3)c2C)no1 | . | ? | 23% | 0% | . | 0% | 1%
Cc1cc(Nc2ccc(C)c(Cl)c2)n2nc(-c3ccccc3)nc2n1 | -3% | -13% | -3% | 1% | 3% | 2% | -1%
O=C(NCc1ccc(F)cc1)c1ccc(CS(=O)Cc2ccc(Cl)cc2)o1 (configuration not stated) | ? | -8% | 6% | 0% | -7% | 0% | 0%
CCN1CCOC(=O)C1CC(=O)Nc1ccc(C)c(Cl)c1 (configuration not stated) | 0% | . | . | 0% | 2% | 3% | -2%
O=C(NCc1cccc(Cl)c1)c1cc2ccc3cccnc3c2[nH]1 | 7% | -4% | 0% | 1% | 7% | 2% | 0%
